Screening data: PubChem BioAssay, The Scripps Research Institute Molecular Screening Center
TEAD-YAP inh: TEAD-YAP interaction inhibition; HEK-TIYL cells, TEAD-Gal4/YAP UAS-luciferase luminescence; inhibition, % at 9.12 µM; hit rate 1.4% among 640,000; AID 1259422; in the data active means inhibition above about 32%;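 further: 0% = median of test compound wells and 100% = reference inhibitor wells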
FBW7 act: activators of human E3 ligase FBW7; AlphaScreen FBW7–phospho-cyclin E peptide binding, activator screen; hit rate 0.13% among 650,000; Q969H0; AID 1259310; normalized activity (activation), % at 26.1 µM; in the data active means normalized activity above about 1.9%;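 further: purified mutant Fbw7 with reduced substrate affinity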
MITF inh: human MITF inhibition, primary screen. hit rate 0.91% among 650,000. AlphaScreen MITF homodimerization, bead proximity signal. O75030. inhibition, % at 2.6 µM; in the data active means inhibition above about 50%;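 further: 0% = vehicle wells with protein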
Target sequence (O75030 whole entry, looked up): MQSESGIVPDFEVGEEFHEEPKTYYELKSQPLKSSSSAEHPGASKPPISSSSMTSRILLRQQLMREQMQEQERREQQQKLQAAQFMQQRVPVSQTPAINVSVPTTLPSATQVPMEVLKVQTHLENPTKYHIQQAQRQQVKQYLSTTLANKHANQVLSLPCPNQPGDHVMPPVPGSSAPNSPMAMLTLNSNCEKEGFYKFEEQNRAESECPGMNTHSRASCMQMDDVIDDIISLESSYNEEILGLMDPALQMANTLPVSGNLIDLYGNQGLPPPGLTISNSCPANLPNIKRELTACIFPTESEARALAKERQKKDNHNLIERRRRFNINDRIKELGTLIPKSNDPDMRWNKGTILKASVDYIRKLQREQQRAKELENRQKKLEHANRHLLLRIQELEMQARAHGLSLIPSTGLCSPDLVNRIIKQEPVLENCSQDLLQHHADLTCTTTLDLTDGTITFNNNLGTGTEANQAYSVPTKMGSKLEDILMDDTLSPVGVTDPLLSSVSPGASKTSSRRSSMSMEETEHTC
GPR151 ag: activators of human GPR151; PathHunter beta-arrestin GPR151 cells, luminescence; activation, % at 11.2 µM; Q8TDV0; hit rate 1% among 650,000; in the data active means activation above about 4.9%;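 further: 0% = median of compound wells and 100% = cells with positive control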
Target sequence (Q8TDV0 whole entry, looked up): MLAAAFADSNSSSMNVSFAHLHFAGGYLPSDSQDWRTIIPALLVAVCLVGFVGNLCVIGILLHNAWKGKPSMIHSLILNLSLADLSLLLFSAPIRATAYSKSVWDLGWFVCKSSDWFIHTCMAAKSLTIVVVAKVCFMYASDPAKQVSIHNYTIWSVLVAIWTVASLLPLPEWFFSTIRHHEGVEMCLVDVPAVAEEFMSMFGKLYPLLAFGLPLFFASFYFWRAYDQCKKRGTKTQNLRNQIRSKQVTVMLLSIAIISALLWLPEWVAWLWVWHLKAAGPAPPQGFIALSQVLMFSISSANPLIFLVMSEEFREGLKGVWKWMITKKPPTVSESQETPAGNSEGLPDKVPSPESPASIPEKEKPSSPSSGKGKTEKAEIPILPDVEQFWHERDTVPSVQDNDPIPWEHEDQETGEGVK
An asterisk follows results filed as active. Compounds were not picked by outcome; 3.5% or so of the library scored in one or more.

SMILES	TEAD-YAP inh	FBW7 act	MITF inh	GPR151 ag
COc1ccc(C2/C(=C(\O)c3ccc(Br)cc3)C(=O)C(=O)N2CCN2CCOCC2)cc1 (stereo unspecified)	4.9	0.3	7.0	-0.9
O=[N+]([O-])c1ccc(-c2csc(=NCc3cccnc3)n2-c2ccccc2)cc1	-0.8	-0.7	37.5	-0.9
O=C(Cc1ccc(Cl)cc1)Nc1ccc(-c2nc3ccccc3[nH]2)cc1	-54.9	-0.1	0.1	1.6
S=c1oc(-c2ccncc2)nn1CN1CCN(c2ccccc2)CC1	3.1	0.0	13.4	-0.3
COc1ccc(S(=O)(=O)Nc2cc(C)c(O)c(C)c2)cc1	5.7	0.1	-10.1	0.4
O=C(/C=C/c1cccs1)NCCCN1CCOCC1	-14.3	0.9	15.2	-1.9
Cc1c(Cl)cccc1-c1ccc(C(=O)Nc2ccc(Br)cn2)o1	2.7	0.0	-3.8	0.8
CC(=O)Nc1ccc(NC(=O)c2c(I)cnn2C)cc1	4.5	0.2	21.9	-0.4
CCOC(=O)N1CCC(N2C(=O)c3ccccc3C2Nc2ccc(F)cc2)CC1 (stereo unspecified)	4.2	0.5	16.5	-0.8
O=C(/C=C/c1ccncc1)c1ccc(C(=O)/C=C/c2ccncc2)cc1	11.4	0.1	10.6	1.2
O=c1cc(CCl)nc2nc(C(F)(F)F)[nH]n12	-2.6	0.7	18.9	-1.2
COc1cccc(/C=N/Nc2ncccc2[N+](=O)[O-])c1O	97.7*	-0.9	26.0	-9.6
Cn1nnnc1SCC(=O)N1CCN(C(c2ccccc2)c2ccccc2)CC1	4.3	0.0	5.9	2.4
O=C(Cc1ccccc1[N+](=O)[O-])N1CCN(c2ncccn2)CC1	-0.2	0.0	5.4	0.2
CC(=O)Nc1ccc(C2=N/C(=C\c3ccccc3O)C(=O)O2)cc1	-2.2	-0.1	-6.5	0.3
CCn1cc(CNC(=O)c2cc(COc3ccc(F)cc3F)on2)cn1	-15.4	-0.1	-13.3	0.1
CC(=O)CCc1ccc(OCCOCCN2CCN(Cc3ccccc3)CC2)cc1	-4.6	-0.1	41.9	0.2
Cc1cccc(-n2nc3c(c2NC(=O)CC2CCCCC2)CS(=O)(=O)C3)c1C	7.0	-0.1	-0.3	2.6
CCOc1ccccc1Nc1nnc(SCC(=O)NC)s1	-1.5	-0.2	1.8	-2.3
Cn1c(Nc2nc(NCCCN3CCCC3=O)c3ncn(Cc4ccc(C(F)(F)F)cc4)c3n2)nc2ccccc21	-3.6	0.0	-1.7	0.6
Cc1ccc(N2C(=O)/C(=C/c3ccc(-c4ccc(Br)cc4)o3)C=C2c2ccccc2)cc1C	-2.1	0.1	-0.6	-0.2
COc1ccc(N(CC(=O)c2cccn2C)S(=O)(=O)c2ccccc2)cc1	6.2	0.2	7.8	-1.7
COc1ccc(C2=NN(C(=O)CSC3=NN4CCCC(=O)N=C4S3)C(c3cccc(OC)c3OC)C2)cc1 (stereo unspecified)	-2.0	0.8	0.9	-0.4
COCC(C)NC(=O)CSc1nc(C)nc2sc(-c3ccccc3)cc12 (stereo unspecified)	-12.1	-0.1	6.0	-1.3

Only GPR151 ag (3 entries from above):
smiles	GPR151 ag
COc1ccc(C2=NN(C(=O)CSC3=NN4CCCC(=O)N=C4S3)C(c3cccc(OC)c3OC)C2)cc1 (stereo unspecified)	-0.4
S=c1oc(-c2ccncc2)nn1CN1CCN(c2ccccc2)CC1	-0.3
CC(=O)Nc1ccc(NC(=O)c2c(I)cnn2C)cc1	-0.4

Carrying on.
SMILES	TEAD-YAP inh	FBW7 act	MITF inh	GPR151 ag
Cc1c(CNCc2ccccc2)c(C(=O)O)c(C)n1Cc1ccc(Cl)cc1	1.5	-0.1	31.8	-0.9
Cc1c(Cl)cccc1-n1c(/C=C\c2cccc(C(F)(F)F)c2)nc2ccccc2c1=O	6.1	-0.1	2.0	1.3
CCSc1nnc(NC(=O)c2csc3c2CCC(C)C3)s1 (stereo unspecified)	-3.1	0.6	8.2	-0.5
O=C1NC(=S)NC(=O)C1=Cc1ccc(N2Cc3ccccc3C2)cc1	8.6	0.2	21.0	-1.1
Cn1cc([N+](=O)[O-])c(C(=O)Nc2nc3ccccc3n2Cc2ccccc2)n1	0.8	-0.2	-5.6	-0.5
CCc1nc2sc3c(=O)n(N)cnc3c2c2c1COC(C)(C)C2	13.3	0.2	9.5	-1.1
CC(=O)Oc1ccc2nc(-c3ccc(I)cc3)oc(=O)c2c1	10.7	-0.6	23.2	-0.8
CC(=O)c1ccc(OCc2cc(C(=O)NC3CCC(O)CC3)no2)cc1 (stereo unspecified)	-1.2	0.1	7.8	2.6
CCc1nnc(NC(=O)c2c(F)cccc2F)s1	-15.6	0.2	-15.9	-0.7
O=C(Nc1sc2c(c1C(=O)N1CCCCC1)CCCC2)c1cccs1	30.7	0.0	-10.7	-0.5
COc1ccc(C(CC(=O)O)NC(=O)c2cccc(Br)c2)cc1 (stereo unspecified)	0.1	0.3	12.1	0.5
Cc1ccc(-n2cc(CN3CCN4C(=O)[C@@H]([C@H](C)O)NC(=O)[C@H]4C3)cn2)cc1	3.4	0.0	11.9	-0.1
COc1cc(O)c(NC(C)=O)c2nonc12	-1.3	-0.1	-4.6	-0.4
CCCNc1nc(Nc2ccncc2)nc2c1ncn2-c1ccsc1	56.4*	-0.2	-4.2	0.4
CC(C)(C)c1ccc(O)c(NCc2cc(Cl)cc(Br)c2O)c1	-7.4	0.4	0.5	1.9
Cc1nc(-c2cccc(F)c2)sc1CCNC(=O)c1ccccc1F	-5.0	-0.1	-12.1	-0.9
CC(C)(C)C(=O)Nc1c2c(nn1-c1ccc(F)cc1)CSC2	-3.6	0.0	-0.2	0.9
O=C(O)c1ccc(NC(=O)c2ccc(O)cc2)cc1	1.1	1.1	14.7	-0.7
CCOC(=O)C1(Cc2cccc(F)c2)CCN(C(=O)C2CCCO2)CC1 (stereo unspecified)	-4.5	0.0	0.3	-0.5
COc1ccc(CNC(=O)CC(C)S(=O)(=O)c2ccc3c(c2)OCC(=O)N3)cc1 (stereo unspecified)	3.1	-0.1	5.4	-1.3
CCn1c(/C=C/c2ccc(Br)cc2)nc2ccccc2c1=O	-4.1	0.7	0.8	3.2
CCN(CC)S(=O)(=O)c1ccc(C(=O)Nc2nc(-c3ccccc3)c(C(C)=O)s2)cc1	-1.8	0.0	4.8	1.3
N#Cc1cc2c(nc1SCC(=O)Nc1ccc(S(N)(=O)=O)cc1)CCCCC2	-8.3	0.0	-0.5	0.0
Cc1cc(C)c[n+](C2=Nc3ccccc3NC2=C(C#N)C#N)c1	13.5	0.3	14.9	-1.0

A different layout for part of the listing above.
| Molecule | TEAD-YAP inh | FBW7 act | MITF inh | GPR151 ag |
| --- | --- | --- | --- | --- |
| COc1ccc(C(CC(=O)O)NC(=O)c2cccc(Br)c2)cc1 (stereo unspecified) | 0.1 | 0.3 | 12.1 | 0.5 |
| Cc1ccc(-n2cc(CN3CCN4C(=O)[C@@H]([C@H](C)O)NC(=O)[C@H]4C3)cn2)cc1 | 3.4 | 0.0 | 11.9 | -0.1 |

(next part)
SMILES	TEAD-YAP inh	FBW7 act	MITF inh	GPR151 ag
CC(C)(C)n1nc2c(c1NC(=O)c1ccccc1Cl)CS(=O)(=O)C2	0.4	0.1	-3.4	1.3
CSc1cccc(CN2CCN3C(=O)[C@H](COCc4ccccc4)NC(=O)[C@H]3C2)c1	9.1	0.6	15.5	-1.4
N#CC1=C(N)S[C@@H](C(=O)c2ccc(Br)cc2)[C@@H]1c1cccs1	3.0	-0.3	-6.3	-0.7
Cc1ccc(N(CC(=O)NC(C)(C)C)C(=O)CCC(=O)Nc2ccccn2)cc1	-5.0	0.1	9.6	-0.4
CCCn1c(NCCCO)nc2ccccc21	-2.2	-0.1	-9.7	0.3
O=C(Nc1ccccc1)NS(=O)(=O)C1CCS(=O)(=O)C1 (stereo unspecified)	2.6	-0.1	7.6	0.3
CC(NS(=O)(=O)c1ccc(F)cc1)C1C2CC3CC(C2)CC1C3 (stereo unspecified)	-4.9	0.0	-2.5	0.2
CCCCN(CCCC)S(=O)(=O)c1cccc(C(=O)Nc2ccc(C(=O)O)cc2)c1	9.3	0.4	-13.5	1.5
COCc1cc(C)n(CC(=O)Nc2ccccc2C(C)C)c(=O)c1C#N	3.5	-0.1	4.0	0.6
COc1ccc(CCNC(=O)C(=O)Nc2ccc(Cl)c(C(F)(F)F)c2)cc1	9.9	-0.1	11.9	0.9
COc1cccc(C(=O)Nc2ccc(NC(=O)C3CCCCC3C(=O)O)cc2)c1 (stereo unspecified)	-38.7	-0.1	3.0	0.0
CCOCCCNS(=O)(=O)c1ccc2c(c1)CCN2C(=O)CC	2.1	0.2	2.7	1.2
Cc1ccccc1Nc1nc(N)nc(COC(=O)c2ccc(NC(N)=O)cc2)n1	-7.7	-0.2	0.0	1.0
CCOC(=O)C(=O)NCC(c1cccnc1)N1CCN(c2ccccc2F)CC1 (stereo unspecified)	-4.7	0.4	17.4	-1.0
COc1ccccc1-c1cn(S(=O)(=O)c2ccc(F)cc2)nc1N	14.7	-0.2	-21.4	2.5
CC1=CC2=NC(=O)/C(=C\c3ccc(OCCCOc4ccc(C)cc4)cc3)C(=N)N2O1	-12.8	0.2	3.5	-1.8
COc1ccc(C(=O)Nc2c3c(nn2-c2ccc(C)cc2)CS(=O)C3)c(OC)c1 (stereo unspecified)	-9.4	0.0	-11.3	1.2
CN(C)C(=O)CSc1nnc(COc2ccc(C(C)(C)C)cc2)o1	-20.1	0.1	3.9	0.8
CCOC(=O)c1sc2nc(C)c(C(=O)Nc3ccccc3)c(C)c2c1N	7.1	0.2	10.1	-0.8
CSc1nnc(C2CCCN2C(=O)N2CCOCC2)n1C (stereo unspecified)	3.0	-0.2	-2.5	0.3
Cc1cc(F)ccc1S(=O)(=O)Nc1ccc2c(c1)CCCN2C(=O)C(C)C	12.2	0.0	22.7	-0.2
NC(=O)c1ccc(Oc2cccc(Oc3ccc(C(N)=O)cc3)c2)cc1	-2.0	0.2	-0.3	1.2
Cc1ccccc1NC(=O)N1CCC(n2nnc3cc(F)ccc32)CC1	0.7	0.2	15.0	-0.4
O=C(NCCN1CCN(C(=O)c2ccc([N+](=O)[O-])cc2)CC1)C(=O)Nc1ccccc1	6.1	0.8	11.8	-1.7
CC(C)[C@@H](CO)Nc1nc(-c2cccc(C(=O)O)c2)cnc1N	4.2	0.6	3.8	0.5
COc1ccc(CN2CCN(S(=O)(=O)c3ccc([N+](=O)[O-])cc3)CC2)c(OC)c1	5.8	-0.2	43.0	1.3
Cc1cc(Cl)ccc1OCC(=O)N1CCC(C(N)=O)CC1	9.3	-0.1	-6.5	-0.4
CCOc1ccccc1N=c1ssc2c1-c1cc(C)ccc1NC2(C)C	13.9	-0.1	19.3	-1.1
c1cncc(Nc2nc(NC3CC3)c3ncn(-c4ccsc4)c3n2)c1	10.8	-0.1	5.3	1.5
CC1=CC(C)(C)N(C(=O)CNCCN2CCOCC2)c2cc(C)ccc21	5.0	0.2	58.8*	-0.2
O=C(CN1C(=O)/C(=C\c2cccs2)SC1=S)Nc1ccc(O)cc1	7.1	0.1	0.6	-0.9
CCCCNC(=O)C1CCCN(S(=O)(=O)c2ccc3c(c2)oc(=O)n3C)C1 (stereo unspecified)	-5.5	0.1	-2.9	-0.4
COc1ccc(-c2noc(CNC(=O)C(C)(C)C)n2)cc1	-6.8	-0.2	2.2	-1.5
O=C(CC1C(=O)NCCN1Cc1ccc(Cl)c(F)c1)NCCc1cscn1 (stereo unspecified)	1.9	-0.1	-6.0	0.2
CN(Cc1ccccc1)S(=O)(=O)c1ccc(C(=O)Nc2cccc3c2C(=O)NC3=O)cc1	5.2	-0.1	0.7	-1.3
COc1ccccc1NC(=O)CSc1nnc(-c2ccncc2)n1C1CCCCC1	-2.3	0.0	-1.0	-1.2
Cc1ccccc1NC1=NC(=S)N(c2cccc(C(F)(F)F)c2)C12CCC(C(C)(C)C)CC2 (stereo unspecified)	-8.8	-0.1	-5.5	-1.2
COc1ccc(-c2noc(CCCOc3ccccc3)n2)cc1OC	-1.6	0.1	3.9	0.7
CC1CN(Cc2ccco2)c2nc3c(c(=O)[nH]c(=O)n3C)n2C1 (stereo unspecified)	1.8	0.0	12.0	0.2
COc1ccc(OC)c(NC(=O)C2CCCN(S(=O)(=O)c3cnc[nH]3)C2)c1 (stereo unspecified)	-3.9	-0.2	8.8	0.6
CCOC(=O)CSc1ncnc2c1cnn2-c1ccc(C)cc1	-6.2	-0.2	-12.4	2.6
O=C(CC(C(=O)N1CCc2ccccc21)n1ccnc1)N1CCCCCC1 (stereo unspecified)	-6.5	-0.1	2.9	0.1
N#C/C(=C/c1ccccc1)c1nn(CCO)c(N)c1C#N	-7.4	-0.1	6.0	1.4
CCCOC(=O)c1c(NC(=O)c2cc3nc(-c4ccc(OC)cc4)cc(C(F)(F)F)n3n2)sc2c1CCCC2	3.7	-0.1	4.8	0.3
CCOC(=O)CSc1nc2c([nH]1)c(=O)n(C)c(=O)n2C	-61.0	0.0	0.0	-0.3

Five entries from above, bar-delimited:
smiles | TEAD-YAP inh | FBW7 act | MITF inh | GPR151 ag
CC1CN(Cc2ccco2)c2nc3c(c(=O)[nH]c(=O)n3C)n2C1 (stereo unspecified) | 1.8 | 0.0 | 12.0 | 0.2
COc1ccc(OC)c(NC(=O)C2CCCN(S(=O)(=O)c3cnc[nH]3)C2)c1 (stereo unspecified) | -3.9 | -0.2 | 8.8 | 0.6
CCOC(=O)CSc1ncnc2c1cnn2-c1ccc(C)cc1 | -6.2 | -0.2 | -12.4 | 2.6
O=C(CC(C(=O)N1CCc2ccccc21)n1ccnc1)N1CCCCCC1 (stereo unspecified) | -6.5 | -0.1 | 2.9 | 0.1
N#C/C(=C/c1ccccc1)c1nn(CCO)c(N)c1C#N | -7.4 | -0.1 | 6.0 | 1.4
